Pf Dd2 inh – P. falciparum Dd2 growth inhibition | SYBR Green, 72 h; active compounds read low | activity change, % at 10 µM | hit rate 2.3% among 94,000; in the data active = activity change below about -80%; inconclusive = no clear call, values can overlap the other calls
C diff growth – inhibitors of Clostridium difficile growth; Clostridium difficile clinical isolate growth, OD600, 24 h; active compounds read low; growth activity, negative = inhibition, % at 16 µg/mL (by protocol); hit rate 0.25% among 86,000;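 active = mean growth activity at or below -80% and every replicate also at or below -80%; inconclusive = mean at or below -80% but some replicate above -80%; inactive = mean growth activity above -80%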;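 note: 0% = DMSO wells and -100% = levofloxacin 16 µg/mL wells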
KDM4C inh – inhibitors of human demethylase GASC-1 KDM4C; GST-KDM4C 2-372, H3K9me3 peptide, LANCE TR-FRET; Q9H3R0; hit rate 0.15% among 96,000; AID 720574; inhibition, % at 12.5 µM;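 active = mean replicate inhibition above about 25%, with at least 55% of replicates also reaching it, limit read from the data, passing the limit was not always enough; inconclusive = only one of those two conditions met; inactive = neither condition met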
Target sequence (Q9H3R0 2-372 limits assumed): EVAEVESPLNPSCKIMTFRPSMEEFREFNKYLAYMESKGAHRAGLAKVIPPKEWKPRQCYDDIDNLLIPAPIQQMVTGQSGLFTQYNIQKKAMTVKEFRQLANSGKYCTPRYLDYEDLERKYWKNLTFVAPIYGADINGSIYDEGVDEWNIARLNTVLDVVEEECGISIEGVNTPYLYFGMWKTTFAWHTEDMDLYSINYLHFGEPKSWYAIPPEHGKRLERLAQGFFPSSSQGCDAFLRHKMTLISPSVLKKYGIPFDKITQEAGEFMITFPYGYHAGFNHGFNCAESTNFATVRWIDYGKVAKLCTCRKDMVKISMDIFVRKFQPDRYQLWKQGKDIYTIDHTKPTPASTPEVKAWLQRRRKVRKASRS
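System: N-terminal GST-fused human GASC-1 (KDM4C) fragment, residues 2-372 / Amount: 10 nM GST-KDM4C in enzyme reaction / Also added: H3K9me3 peptide with Fe(II)/2OG / Times: 30 min demethylation and 1 h detection at room temperature / Signal: LANCE TR-FRET / Read-out basis: Fall in 671/618 emission ratio as inhibition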
T cruzi growth – inhibitors of T. cruzi proliferation. T. cruzi beta-gal in NIH3T3, GalScreen luminescence, 90 h. inhibition, % at 8.34 µM. hit rate 5.9% among 77,000. AID 624255;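 active = mean inhibition above about 93%, with at least 55% of replicates each passing it, limit read from the data, passing the limit was not always enough; inconclusive = only one of those two conditions holds; inactive = neither condition holds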
* = called active by the depositor; u = inconclusive; x = not tested or not shown; & = joins results of further samples. Rows were taken by chance. Share with any hit: about 6.7%.

The first two entries as a preview:
item | canonical_smiles | T cruzi growth | KDM4C inh | Pf Dd2 inh | C diff growth
1 | C[C@@H]1CCCCO[C@H](CN(C)S(=O)(=O)c2cn(C)cn2)[C@H](C)CN([C@H](C)CO)C(=O)c2cc(N(C)C)ccc2O1 | 30 | 8.0 | -9 | 2
2 | C[C@@H]1CCCCO[C@@H](CN(C)C(=O)NC2CCCCC2)[C@H](C)CN([C@@H](C)CO)C(=O)c2cc(NC(=O)c3ccccc3)ccc2O1 | 84 | 3.4 | -21 | -1

The listing, previewed entries included:
item | canonical_smiles | T cruzi growth | KDM4C inh | Pf Dd2 inh | C diff growth
1 | C[C@@H]1CCCCO[C@H](CN(C)S(=O)(=O)c2cn(C)cn2)[C@H](C)CN([C@H](C)CO)C(=O)c2cc(N(C)C)ccc2O1 | 30 | 8.0 | -9 | 2
2 | C[C@@H]1CCCCO[C@@H](CN(C)C(=O)NC2CCCCC2)[C@H](C)CN([C@@H](C)CO)C(=O)c2cc(NC(=O)c3ccccc3)ccc2O1 | 84 | 3.4 | -21 | -1
3 | Cc1noc(C)c1S(=O)(=O)Nc1ccc2c(c1)CC(=O)N([C@H](C)CO)C[C@H](C)[C@H](CN(C)Cc1ccc(C(=O)O)cc1)O2 | -24 | -0.4 | 5 | -7
4 | C[C@@H]1CN([C@@H](C)CO)C(=O)c2cccc(NC(=O)Nc3ccc(F)cc3)c2O[C@@H]1CN(C)S(=O)(=O)c1ccc(F)cc1 | 16 | -2.3 | -31 | -4
5 | C[C@H](CO)N1C[C@H](C)[C@H](CN(C)S(=O)(=O)c2ccc(F)cc2)Oc2ncc(/C=C/c3ccccc3)cc2C1=O | 33&68 | -1.3 | -47&-51 | -2&-4
6 | O=C(c1ccccc1)N1C[C@@H]2[C@H](c3ccccc31)[C@@H](CO)N2Cc1cc(F)ccc1F | 20 | -1.8 | 0 | 6
7 | CC(C)CC#Cc1ccc2c(c1)O[C@@H](CN(C)S(=O)(=O)c1ccc(F)cc1)[C@@H](C)CN([C@H](C)CO)S2(=O)=O | x | -0.3 | -29 | 8
8 | CC(C)NC(=O)NCC[C@@H]1CC[C@H](NS(=O)(=O)c2ccccc2)[C@@H](CO)O1 | x | -2.6 | 13 | 1
9 | O=C(Nc1ccc2c(c1)[C@H]1C[C@H](CC(=O)N3CCOCC3)O[C@H](CO)[C@H]1O2)NC1CCCC1 | -16 | 1.2 | -1 | 1
10 | C[C@H](CO)N1C[C@H](C)[C@@H](CN(C)C(=O)Nc2ccc3c(c2)OCO3)Oc2c(NC(=O)c3ccc(-c4nccs4)cc3)cccc2C1=O | -136 | 1.1 | -14 | x
11 | Cc1ccc(S(=O)(=O)N2[C@@H]3CNC[C@H]2C3c2ccc(-c3ccccc3C)cc2)cc1 (some centres not stated) | x | -0.2&-0.8 | 8&-1 | 28&45
12 | COc1ccccc1NC(=O)N[C@@H]1CC[C@@H](CC(=O)N[C@H](C)c2ccccc2)O[C@H]1CO | 19 | -0.4 | -9 | x
13 | C[C@H](CO)N1C[C@H](C)[C@H](CN(C)C(=O)NC2CCCCC2)Oc2c(NC(=O)C3CCOCC3)cccc2C1=O | 23 | -0.4 | -1 | -4
14 | COc1ccc2c3c(n(C)c2c1)[C@@H](CO)N(C(=O)C1CCC1)CC31CN(C)C1 | x | 0.3 | 5 | -6
15 | O=C(C[C@@H]1C[C@H]2c3cc(NC(=O)C4CCC4)ccc3O[C@H]2[C@@H](CO)O1)NCC1CC1 | -4 | -4.2 | -20 | -2
16 | CO[C@@H]1CN(C)C(=O)c2ccc(NC(=O)C3CCC3)cc2OC[C@H](C)N(C(=O)NC(C)C)C[C@@H]1C | -13 | 1.5 | -17 | -1
17 | Cc1noc(C)c1S(=O)(=O)Nc1ccc2c(c1)C(=O)N([C@H](C)CO)C[C@@H](C)[C@@H](CN(C)C(=O)NC1CCCCC1)OCCCC[C@H](C)O2 | -88 | -0.6 | -39 | 10
18 | Cc1ccc(S(=O)(=O)N(C)C[C@@H]2Oc3ncc(C#CCN(C)C)cc3C(=O)N([C@H](C)CO)C[C@@H]2C)cc1 | 14 | 0.9 | 5 | 0
19 | C/C=C/c1ccc2c(c1)O[C@@H](CN(C)C(=O)NC(C)C)[C@@H](C)CN([C@@H](C)CO)S2(=O)=O | 1 | 0.1 | 6 | 1
20 | C[C@H]1CN([C@@H](C)CO)C(=O)c2cc(NC(=O)CCN3CCOCC3)ccc2O[C@@H]1CN(C)CC1CCCCC1 | -32 | 0.7 | -4 | -3
21 | CS(=O)(=O)N1[C@H](C#N)[C@H](c2ccc(C#Cc3cccc(F)c3)cc2)[C@H]1CO | u | -3.3 | -30 | -7
22 | CC(C)(C)[S@@](=O)N1Cc2cc(C(=O)N3CCCCC3)nc(-c3cccc(-c4cccc(C#N)c4)c3)c2[C@H]1CCO | 87 | -0.1 | -14 | x
23 | C[C@@H]1CN([C@H](C)CO)C(=O)c2cc(NS(=O)(=O)c3ccc(F)cc3)ccc2O[C@@H](C)CCCCO[C@@H]1CN(C)C(=O)c1ccccc1 | 59 | 1.7 | -41 | -9
24 | CCC(=O)N[C@@H]1CC[C@H](CCn2cc(CN(C)C)nn2)O[C@H]1CO | x | 1.7 | 4 | -3
25 | CO[C@H]1CN(C)C(=O)c2cc(NS(C)(=O)=O)ccc2OC[C@@H](C)NC[C@@H]1C | x | -0.6 | 7 | 2

As entered above:
For KDM4C inh, `CO[C@@H]1CN(C)C(=O)c2ccc(NC(=O)C3CCC3)cc2OC[C@H](C)N(C(=O)NC(C)C)C[C@@H]1C` reads 1.5
For KDM4C inh, `C[C@H](CO)N1C[C@H](C)[C@@H](CN(C)C(=O)Nc2ccc3c(c2)OCO3)Oc2c(NC(=O)c3ccc(-c4nccs4)cc3)cccc2C1=O` reads 1.1

Next part.
item | canonical_smiles | T cruzi growth | KDM4C inh | Pf Dd2 inh | C diff growth
26 | COc1ccc(S(=O)(=O)N2CCCCN3[C@H](CO)[C@H](c4ccc(C5=CCCCC5)cc4)[C@H]3C2)cc1 | 87 | x | -69 | 19
27 | Cn1cnc(S(=O)(=O)N2C[C@H](O)COC[C@H]3O[C@H](CC(=O)NC4CCC4)CC[C@@H]32)c1 | x | -0.8 | 24 | 5&-2
28 | CCCNC(=O)N1[C@H](CN(C)C(C)=O)[C@@H](c2ccc(C3=CCCC3)cc2)[C@@H]1CO | u | 2.6 | 4 | 0
29 | COc1ccc(S(=O)(=O)Nc2ccc3c(c2)CC(=O)N([C@H](C)CO)C[C@H](C)[C@H](CN(C)C(=O)NC2CCCCC2)O3)cc1 | 26 | -0.5 | 6 | -7
30 | CCCN1C[C@@H](C)[C@H](OC)CN(C)C(=O)c2cc(NC(=O)C3CCC3)ccc2OC[C@@H]1C | -36 | -2.0 | 14 | 0
31 | COc1ccc(S(=O)(=O)N(C)C[C@H]2Oc3ccc(NS(=O)(=O)c4cn(C)cn4)cc3CC(=O)N([C@H](C)CO)C[C@@H]2C)cc1 | -32 | 2.4 | 15 | -5
32 | COc1ccc(C#Cc2ccc3c(c2)O[C@H](CN(C)C(=O)NC2CCCCC2)[C@@H](C)CN([C@@H](C)CO)S3(=O)=O)cc1 | u | -5.5 | -70 | -8
33 | CO[C@H]1CN(C)C(=O)c2cc(NC(C)=O)ccc2OC[C@H](C)N(C(=O)CN2CCOCC2)C[C@@H]1C | 2 | -0.3 | 23 | x
34 | C[C@@H]1CN([C@@H](C)CO)C(=O)c2cc(NS(=O)(=O)c3cccs3)ccc2O[C@@H]1CN(C)Cc1ccc(C(F)(F)F)cc1 | 52 | 0.6 | -6 | 6
35 | O=C(C[C@@H]1CC[C@H]2[C@@H](COC[C@H](O)CN2C(=O)Nc2cccc(F)c2)O1)NCCCN1CCOCC1 | 18 | 0.4 | -4 | x
36 | CC(=O)NC[C@@H]1[C@@H](c2ccccc2)[C@H](CO)N1C(=O)Cc1cccnc1 | 15 | -1.7 | -2 | -1
37 | C[C@@H]1CN([C@@H](C)CO)C(=O)CCCn2nncc2CO[C@H]1CN(C)C(=O)c1ccc(N2CCN(C)CC2)cc1 | -1&-20 | 0.0 | 2&-20 | 2
38 | CNC(=O)C[C@H]1CC[C@H]2[C@@H](COc3ccc(NC(=O)NC4CCCC4)cc3C(=O)N2C)O1 | 17 | 1.3 | 5 | -5
39 | Cc1noc(C)c1S(=O)(=O)Nc1ccc2c(c1)C(=O)N([C@@H](C)CO)C[C@H](C)[C@@H](CN(C)S(=O)(=O)c1ccccc1)OCCCC[C@H](C)O2 | -17 | 0.6 | -53 | -5
40 | O=C(C[C@H]1CC[C@@H]2[C@H](COC[C@H](O)CN2C(=O)Nc2ccc(Cl)cc2)O1)NCCc1ccncc1 | 109* | 0.4 | 10 | 74&53
41 | COC(=O)C[C@H]1CC[C@H]2[C@@H](COc3ccc(NS(=O)(=O)c4ccccc4Cl)cc3C(=O)N2C)O1 | x | -0.9 | 21 | -3
42 | COc1cccc(-c2ccc([C@@H]3[C@@H](CO)N4C(=O)CNC[C@H]34)cc2)c1 | x | 1.1 | 9 | 0
43 | CN1c2ccc(C#Cc3cccnc3)cc2[C@@H]2[C@@H](CCN2S(=O)(=O)c2ccccc2)[C@H]1CO | 90 | 3.0 | -62 | -3
44 | C[C@@H]1CN([C@H](C)CO)C(=O)c2cc(NC(=O)Cc3cn(C)c4ccccc34)ccc2O[C@@H]1CN(C)S(=O)(=O)c1cn(C)cn1 | 18 | -1.4 | 11 | x
45 | COc1cccc(NC(=O)N[C@H]2C=C[C@H](CC(=O)N3CCCCC3)O[C@@H]2CO)c1 | 4 | -1.4 | 15 | 7
46 | COc1ccccc1C(=O)Nc1ccc2c(c1)C(=O)N(C)C[C@@H](OC)[C@@H](C)CN(C)[C@H](C)CO2 | -10 | 0.0 | 2 | 3
47 | C[C@@H]1CCCCO[C@@H](CN(C)S(=O)(=O)c2ccc(F)cc2)[C@H](C)CN([C@H](C)CO)C(=O)c2cc(NC(=O)Nc3cccc4ccccc34)ccc2O1 | 90 | -1.6 | -82* | -5
48 | COc1ccccc1NC(=O)N[C@@H]1CC[C@H](CCNC(=O)c2ccc3c(c2)OCO3)O[C@@H]1CO | -47 | 0.0 | -26 | x
49 | COc1ccc(S(=O)(=O)Nc2cccc3c2O[C@H](CN(C)S(C)(=O)=O)[C@H](C)CN([C@@H](C)CO)C3=O)cc1 | 3 | 16 | 12 | 1
50 | CN(C[C@H]1[C@@H](c2ccccc2)[C@H](CO)N1Cc1ccccn1)S(C)(=O)=O | 1 | 1.9 | 0 | -4

Sorted by SMILES length (rising): part of the list above
item | canonical_smiles | T cruzi growth | KDM4C inh | Pf Dd2 inh | C diff growth
28 | CCCNC(=O)N1[C@H](CN(C)C(C)=O)[C@@H](c2ccc(C3=CCCC3)cc2)[C@@H]1CO | u | 2.6 | 4 | 0
27 | Cn1cnc(S(=O)(=O)N2C[C@H](O)COC[C@H]3O[C@H](CC(=O)NC4CCC4)CC[C@@H]32)c1 | x | -0.8 | 24 | 5&-2
33 | CO[C@H]1CN(C)C(=O)c2cc(NC(C)=O)ccc2OC[C@H](C)N(C(=O)CN2CCOCC2)C[C@@H]1C | 2 | -0.3 | 23 | x
46 | COc1ccccc1C(=O)Nc1ccc2c(c1)C(=O)N(C)C[C@@H](OC)[C@@H](C)CN(C)[C@H](C)CO2 | -10 | 0.0 | 2 | 3

Next records.
item | canonical_smiles | T cruzi growth | KDM4C inh | Pf Dd2 inh | C diff growth
51 | CC(C)NC(=O)Nc1ccc2c(c1)C(=O)N([C@H](C)CO)C[C@H](C)[C@@H](CN(C)S(C)(=O)=O)OCCCC[C@@H](C)O2 | -21 | -0.8 | 11 | x
52 | CNC[C@H]1Oc2ccc(NC(=O)NC3CCCCC3)cc2CC(=O)N([C@H](C)CO)C[C@@H]1C | 5 | 1.2 | 34 | 1
53 | N#C[C@@H]1[C@@H](c2ccccc2C2=CCCC2)[C@H](CO)N1C(=O)CN1CCOCC1 | x | 1.2 | 14 | 1
54 | COc1ccccc1CN1[C@H](CO)[C@H]2c3ccccc3N(C(=O)c3cccnc3)C[C@H]21 | 1 | 0.5 | -75 | 0
55 | O=C(C[C@H]1CC[C@H]2[C@@H](COC[C@@H](O)CN2CC2CCCC2)O1)NCC1CC1 | x | 0.3 | -7 | -2
56 | C[C@@H]1CN([C@@H](C)CO)C(=O)c2cc(-c3ccccc3)cnc2O[C@@H]1CN(C)Cc1ccccn1 | 32 | 3.8 | -4 | 24
57 | COc1ccc2c3c(n(C)c2c1)[C@H](CO)N(C(=O)NC(C)C)CC31CN(CC2CC2)C1 | x | 0.5 | -44 | 5
58 | CCCNC(=O)N1CC2(CCN(C(=O)C3CCCC3)CC2)c2c([nH]c3cc(OC)ccc23)[C@H]1CO | x | 0.9 | -11 | -7
59 | C[C@H](CO)N1C[C@H](C)[C@H](CN(C)S(C)(=O)=O)OCCCC[C@H](C)Oc2ccc(NC(=O)CCCN(C)C)cc2C1=O | 32 | 4.7 | 19 | -1
60 | CN(C)CC#Cc1ccc([C@H]2[C@H]3CN(C(=O)Nc4ccccc4F)CCCCN3[C@H]2CO)cc1 | 21 | 4.6 | 11 | 12
61 | Cc1ccc(S(=O)(=O)N[C@H]2C=C[C@@H](CC(=O)N3CCN(c4ccccc4)CC3)O[C@@H]2CO)cc1 | -15 | -1.5 | 2 | -4

High-throughput results deposited in PubChem BioAssay by Broad Institute.
